# IEC-6 tox: cytotoxicity in IEC-6 intestinal epithelial cells, primary screen, cytotoxicity control for KLF5 inhibitor project, cell-based, luminescence; IEC-6 cytotoxicity, luminescence viability; actives 0.78% (n = 290,000); AID 1825, 2009; inhibition, % at 5 µM; in the data active = inhibition above about 22%;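 also: 0% = plate median of test compound wells and 100% = cytotoxic reference compound wells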
# TRPC6 act: mouse TRPC6 channel activators, primary screen, cell-based, HEK293, membrane potential dye; Short transient receptor potential channel 6 (Mus musculus), Q61143; HEK293-TRPC6 membrane potential dye fluorescence; active compounds read high; B-score at 10 µM; actives 0.13% (n = 310,000);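 active = B-score of the integrated fluorescence ratio above library mean plus 3 SD, and starting fluorescence ratio within library mean plus 5 SD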;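 also: higher score means more depolarization so channel activation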
# Target sequence (Q61143 whole entry, looked up): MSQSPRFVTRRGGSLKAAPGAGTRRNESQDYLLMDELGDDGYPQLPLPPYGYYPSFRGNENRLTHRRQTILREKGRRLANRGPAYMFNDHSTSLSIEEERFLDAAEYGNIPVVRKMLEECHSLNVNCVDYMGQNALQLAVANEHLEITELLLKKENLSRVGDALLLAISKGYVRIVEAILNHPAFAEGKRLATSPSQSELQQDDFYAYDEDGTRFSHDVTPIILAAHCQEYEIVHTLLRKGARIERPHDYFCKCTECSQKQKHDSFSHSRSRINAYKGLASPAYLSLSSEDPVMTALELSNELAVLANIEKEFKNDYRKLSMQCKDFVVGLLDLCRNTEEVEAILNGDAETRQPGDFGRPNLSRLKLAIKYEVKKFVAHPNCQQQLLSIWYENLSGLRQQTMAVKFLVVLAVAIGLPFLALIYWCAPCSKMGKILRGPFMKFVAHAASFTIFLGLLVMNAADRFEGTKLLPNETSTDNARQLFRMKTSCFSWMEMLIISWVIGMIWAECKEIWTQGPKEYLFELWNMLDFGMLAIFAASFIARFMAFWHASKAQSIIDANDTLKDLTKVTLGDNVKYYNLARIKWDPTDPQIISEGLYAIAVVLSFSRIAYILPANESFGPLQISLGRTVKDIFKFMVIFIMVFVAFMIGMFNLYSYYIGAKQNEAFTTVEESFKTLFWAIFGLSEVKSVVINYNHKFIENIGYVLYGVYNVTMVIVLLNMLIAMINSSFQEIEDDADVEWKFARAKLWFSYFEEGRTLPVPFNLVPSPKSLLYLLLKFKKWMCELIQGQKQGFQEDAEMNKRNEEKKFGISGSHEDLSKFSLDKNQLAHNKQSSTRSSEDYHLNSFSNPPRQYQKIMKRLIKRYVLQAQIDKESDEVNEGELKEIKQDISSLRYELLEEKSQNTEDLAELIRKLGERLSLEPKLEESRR
# TRPC4 act: activators of mouse TRPC4 channel, primary screen, Fluo4 calcium, HEK293 TRPC4beta/mu-opioid cells; B-score at 10 µM; actives 0.49% (n = 310,000); Fluo4 calcium fluorescence; active compounds read high; Short transient receptor potential channel 4 (Mus musculus), Q9QUQ5; AID 2237, 2010;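 active = B-score above 5 SD of library B-scores, and initial fluorescence ratio not above library mean plus 5 SD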;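 also: positive B-score marks a calcium rise read as TRPC4 activation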
#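 System: HEK293 cells stably co-expressing mouse TRPC4beta and mu-opioid receptor; Schedule: Fluo4 dye loading 45 min at room temperature, 110 s recording; Detection: Fluo4 fluorescence, kinetic; Evaluation: B-scored integrated calcium fluorescence ratio; Controls: buffer (low) and maximal DAMGO (high).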
# TRPC4 potent: positive allosteric modulators of TRPC4, primary screen, cell-based, mouse TRPC4beta, HEK293 mu-opioid, Fluo-4 calcium | Short transient receptor potential channel 4 (Mus musculus), Q9QUQ5 | DAMGO EC20, Fluo-4 Ca2+ flux; active compounds read high | B-score at 10 µM | actives 0.42% (n = 310,000) | AID 2227, 2009;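 active = B-score of calcium response area above 5 SD of library B-scores, with initial fluorescence ratio within 5 SD of library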;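 also: B-score of integrated fluorescence ratio over time as area under calcium response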
# TRPC4 inh: inhibitors of mouse TRPC4 channel, primary screen, Fluo4 calcium, HEK293 TRPC4beta/mu-opioid cells | B-score at 10 µM | DAMGO-evoked Fluo4 calcium flux; active compounds read low | AID 2247, 2010 | actives 0.39% (n = 300,000);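 active = B-score over 3 SD under the library average, no early fluorescence shift, positive overall ratio signal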
#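 Material: HEK293 cells with stable TRPC4beta plus mu-opioid receptor expression; probe or stimulus: DAMGO in two steps, submaximal then maximal; technique: Fluo4 calcium fluorescence by kinetic imaging, 5 s 1 Hz baseline; measure: integrated fluorescence ratio relative to baseline, converted to per-well B score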
# SKKanGAS inh: S. pyogenes SKKanGAS growth inhibitors in kanamycin, primary screen, streptokinase expression inhibitor project, SKKanGAS strain, BacTiter-Glo luminescence | 6 h | inhibition, % at 7.5 µM | actives 1.3% (n = 300,000) | AID 1662, 2009;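 active = mean replicate score, as percent of positive control median, at least 50; inconclusive = mean below 50 but one replicate at or above 50; inactive = mean and every replicate below 50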;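 also: strain carries kanamycin resistance gene driven by streptokinase promoter and grows in 40 µg/ml kanamycin; loss of luminescence reflects streptokinase promoter inhibition or plain growth inhibition; 0% = median of DMSO wells and 100% = positive control at its reference dose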
# TRPC6 inh: mouse TRPC6 channel inhibitors, primary screen, cell-based, HEK293, membrane potential dye | ACh-evoked depolarization; active compounds read low | B-score at 10 µM | actives 1.1% (n = 310,000) | AID 2553, 2010;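 active = B-score under library mean minus 3 SD, initial fluorescence not abnormally high, positive integrated signal ratio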;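 also: B-score derived from integrated fluorescence ratio over the kinetic read; more negative B-score means stronger inhibition of depolarization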
# KLF5 inh: KLF5 expression inhibitors, primary screen, DLD-1 cells, luminescence; actives 0.23% (n = 290,000); DLD-1 KLF5 promoter-luciferase reporter; inhibition, % at 5 µM;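 active = inhibition above a per-plate limit of that plate's mean compound inhibition plus 3 SD, cut at about 60% in these data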;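 also: 0% = DMSO wells and 100% = LY294002 at 200 µM; higher means less KLF5 promoter-driven luciferase light; inactives centre near -14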
# MrgX1 antagonist: antagonists of human MrgX1 receptor, primary screen, HEK293 cells, Fluo-4 calcium flux; Mas-related G-protein coupled receptor member X1 (Homo sapiens), Q96LB2; BAM8-22 antagonism; active compounds read low; B-score at 10 µM; actives 1.3% (n = 310,000);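 active = calcium-response B-score plate-corrected more than 3 library SD below zero, starting fluorescence within 5 deviations, no agonist response on first addition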;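 also: peak minus trough fluorescence over baseline after final BAM8-22 challenge near maximal dose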
# HIF act: HIF pathway transcriptional activators, primary screen, cell-based, U2OS HRE-luciferase, luminescence. U2OS HRE-luciferase reporter; normalized: DMSO 0%, desferrioxamine 100%. actives 0.32% (n = 300,000). activation, % at 7.5 µM (by protocol). AID 1910, 2009;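 active = mean activation of at least 10% of the iron chelator positive control signal, with at least half of replicates also reaching 10%; inconclusive = mean and replicate majority disagree about reaching 10%; inactive = mean and most replicates under 10%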
# aSyn 5UTR inh: MLPCN primary screen, SNCA 5' untranslated region | inhibition, % (tested at 7.5 µM) | AID 1813, 2009 | actives 0.82% (n = 300,000) | alpha-synuclein 5'UTR reporter, inhibitor activity; in the data active = inhibition above about 60%; inconclusive = no clear call, values can overlap the other calls;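 also: H4 neuroglioblastoma cells stably carrying SNCA 5'UTR luciferase fusion; 0% = DMSO wells and 100% = positive control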
# Numbers without * were called inactive; i = inactive; u = inconclusive; x = no result given.
cpd	compound	IEC-6 tox	TRPC6 act	TRPC4 act	TRPC4 potent	TRPC4 inh	SKKanGAS inh	TRPC6 inh	KLF5 inh	MrgX1 antagonist	HIF act	aSyn 5UTR inh
1	O=C(NCCN1CCOCC1)c1cc2ccccc2oc1=O	8.5	i	i	i	i	2.0	i	-33.7	i	-19.0	-8.5
2	Brc1ccccc1C1N=C(c2ccccc2)NO1 (stereo unspecified)	1.1	i	i	i	i	2.8	i	-74.7	i	-1.9	-157.3
3	O=C(O)c1ccccc1-c1ccccc1C(=O)Nc1ccccc1-c1ccccc1	-0.5	i	i	i	i	0.5	i	-32.6	i	1.1	7.8
4	O=C(CN1CCC(NC(=O)c2ccc(F)cc2)CC1)NCc1ccccc1F	0.5	i	i	i	i	-0.3	i	-8.3	i	-0.1	20.0
5	O=C(CCOc1ccccc1)N1CCN(S(=O)(=O)c2cccs2)CC1	-1.6	i	i	i	i	2.6	i	-20.3	i	-0.2	-4.8
6	Cc1ccc(CNC(=O)COc2cc(O)c3c(c2)OC(C)(C)CC3=O)cc1	-2.6	i	i	i	i	4.0	i	-19.6	i	-0.1	30.5
7	COc1ccccc1C(=O)Nc1c2c(nn1-c1cccc(C)c1C)CS(=O)C2 (stereo unspecified)	-6.0	i	i	i	i	-3.4	i	-15.3	i	-1.1	5.5
8	Nc1ccc(SC(F)(F)F)cc1	1.5	i	i	i	i	-3.4	i	-1.0	i	-0.9	-70.0
9	Cc1cc(C)c2nc(NNC(=O)c3ccc(S(=O)(=O)N4CC(C)CC(C)C4)cc3)sc2c1 (stereo unspecified)	-5.6	i	i	i	i	82.4*	i	1.9	i	5.1	71.9*
10	CCCOc1ccc(C(=O)Nc2ccc(S(=O)(=O)N3CCN(C)CC3)cc2)cc1	-6.7	i	i	i	i	0.2	i	-34.8	i	-0.9	-4.2
11	N#CC1(Cc2ccccc2Cl)c2ccccc2C=CN1C(=O)c1ccccc1 (stereo unspecified)	0.7	i	i	i	i	27.6	i	-29.3	i	-0.3	0.1
12	Cc1cc(NS(=O)(=O)c2ccc(NC(=O)c3cnc4sccn4c3=O)cc2)nc(C)n1	1.5	i	i	i	i	1.7	i	-7.0	i	-0.5	-25.6

# As entered above.
# `Cc1ccc(CNC(=O)COc2cc(O)c3c(c2)OC(C)(C)CC3=O)cc1` – aSyn 5UTR inh: 30.5
# `Cc1cc(NS(=O)(=O)c2ccc(NC(=O)c3cnc4sccn4c3=O)cc2)nc(C)n1` – IEC-6 tox: 1.5

# Following part:
cpd	compound	IEC-6 tox	TRPC6 act	TRPC4 act	TRPC4 potent	TRPC4 inh	SKKanGAS inh	TRPC6 inh	KLF5 inh	MrgX1 antagonist	HIF act	aSyn 5UTR inh
13	O=C1c2ccccc2C(Nc2ccccc2F)N1c1cccnc1 (stereo unspecified)	-1.7	i	i	i	i	-0.7	i	-17.9	i	-0.3	3.5
14	CN(NC(=O)c1ccccc1)c1nc2ccccc2nc1C(F)(F)F	-0.3	i	i	i	i	-0.7	i	-18.5	i	2.2	-26.7
15	CCOC(=O)c1nc(NCc2cccnc2)c2ccccc2n1	7.8	i	i	i	i	10.5	i	-0.4	i	0.6	8.8
16	Fc1ccc(COc2cccc3cccnc23)cc1	-1.8	i	i	i	i	2.7	i	-10.5	i	1.6	-140.6
17	CCOC(=O)C1CCCN(S(=O)(=O)c2ccc(Br)c(OC)c2)C1 (stereo unspecified)	-5.9	i	i	i	i	-2.9	i	-25.5	i	0.1	11.7
18	CCn1nc(C)c(C(=O)Nc2cc(Oc3cc(C)cc(C)c3)cc([N+](=O)[O-])c2)c1C	0.2	i	i	i	i	30.5	i	-15.8	i	1.6	u
19	NC(=S)N=Nc1c(O)n(CCCl)c2ccc(Cl)cc12	10.0	i	i	i	i	0.8	i	-2.3	i	-0.6	19.7
20	N#Cc1c(-c2ccccc2)nc(SCC(=O)Nc2nnc(C(F)(F)F)s2)[nH]c1=O	-3.8	i	i	i	i	9.2	i	-11.6	i	-0.5	2.2
21	O=C(O)CCCCN1C(=O)/C(=C\c2ccc(OCc3ccccc3)c(OCc3ccccc3)c2)SC1=S	-1.3	i	i	i	i	50.1*	i	-11.6	i	0.1	-31.6
22	COc1ccc(CNC(=O)Nc2ccc([N+](=O)[O-])cc2)cc1	x	i	i	i	i	5.2	i	x	i	-0.4	-15.7
23	CCCCN1C(N)=NC[C@@H]1Cc1ccc(O)cc1	x	i	i	i	i	-3.3	i	x	i	0.6	23.6
24	O=C(Nc1cccc(-c2cnc3ccccc3n2)c1)C1CC(=O)N(c2ccccc2)C1 (stereo unspecified)	-4.1	i	i	i	i	14.7	i	-51.2	i	1.3	-30.3

# Entries by screen from the list:
# aSyn 5UTR inh, compounds 17 to 21, in order: 11.7, u, 19.7, 2.2, -31.6

# Further results:
cpd	compound	IEC-6 tox	TRPC6 act	TRPC4 act	TRPC4 potent	TRPC4 inh	SKKanGAS inh	TRPC6 inh	KLF5 inh	MrgX1 antagonist	HIF act	aSyn 5UTR inh
25	O=C(Cc1ccccc1)Nc1ccc(F)cc1	2.6	i	i	i	i	1.2	i	-20.3	i	0.1	-8.3
26	CSc1ccccc1C(=O)Nc1cc2c(cc1C(=O)O)OCCCO2	4.9	i	i	i	i	3.4	i	-15.7	i	-0.7	5.2
27	Cn1cc(C(=O)N/N=C/c2cccc([N+](=O)[O-])c2)c2ccccc21	-1.9	i	i	i	i	1.2	i	-41.1	i	0.1	-3.9
28	CCC(=O)Nc1ccc(-c2nnc(SCC(=O)N3CCCCC3)n2C)cc1	-0.4	i	i	i	i	-1.1	i	-13.1	i	-0.1	-16.4
29	CCOC(=O)c1ccc(Nc2cc(C)nc(-c3ccccc3)n2)cc1	17.8	i	i	i	i	-0.2	i	2.0	i	-19.2	-213.4
30	Cn1c(SCC#N)nnc1-c1ccc2c(c1)OCO2	1.2	i	i	i	i	12.5	i	2.6	i	0.2	9.2
31	O=C(NCC1CCCO1)C1CCCN(S(=O)(=O)c2ccc(F)cc2)C1 (stereo unspecified)	-5.8	i	i	i	i	2.6	i	-25.4	i	1.3	-0.8
32	COC(=O)c1cn(NC(=O)C2CCCO2)c(=O)c2ccccc12 (stereo unspecified)	-0.1	i	i	i	i	-4.4	i	-10.9	i	-0.7	3.5
33	CCc1nnc(NC(=O)C2CCN(S(=O)(=O)c3ccc(C)cc3)CC2)s1	2.2	i	i	i	i	31.2	i	-9.2	i	0.2	18.3
34	CCCCOC(=O)c1ccc(Nc2ncnc3nc[nH]c23)cc1	2.7	i	i	i	i	4.1	i	-26.4	i	2.7	-118.2
35	C=CCNc1nc(Cl)nc(Nc2ccc([N+](=O)[O-])cc2)n1	1.3	i	i	i	i	-0.8	i	0.2	i	-0.6	-10.4
36	CC(C)[C@H](NS(=O)(=O)/C=C/c1ccccc1)C(=O)OCC(=O)NC(N)=O	4.5	i	i	i	i	1.6	i	-13.1	i	0.8	-5.4

# One compound at a time, as listed above. Values in the order: IEC-6 tox, TRPC6 act, TRPC4 act, TRPC4 potent, TRPC4 inh, SKKanGAS inh, TRPC6 inh, KLF5 inh, MrgX1 antagonist, HIF act, aSyn 5UTR inh
# N#Cc1c(-c2ccccc2)nc(SCC(=O)Nc2nnc(C(F)(F)F)s2)[nH]c1=O is listed as -3.8, i, i, i, i, 9.2, i, -11.6, i, -0.5, 2.2
# O=C(O)CCCCN1C(=O)/C(=C\c2ccc(OCc3ccccc3)c(OCc3ccccc3)c2)SC1=S is listed as -1.3, i, i, i, i, 50.1*, i, -11.6, i, 0.1, -31.6

# The listing continues.
# Fields – IEC-6 tox | TRPC6 act | TRPC4 act | TRPC4 potent | TRPC4 inh | SKKanGAS inh | TRPC6 inh | KLF5 inh | MrgX1 antagonist | HIF act | aSyn 5UTR inh
37) COC(=O)C1=C(C)OC(N)=C(C#N)C1c1cc(C)sc1C (stereo unspecified)
  3.3 | i | i | i | i | -5.4 | i | -6.7 | i | 0.8 | -5.4
38) O=C1CN(C(=O)c2cc3ccccc3o2)c2ccccc2N1
  6.1 | i | i | i | i | -5.5 | i | -37.1 | i | 1.7 | -6.2
39) CC(C)c1ccc(CN2C(=O)c3ccccc3S2(=O)=O)cc1
  -3.6 | i | i | i | i | 1.5 | i | -18.6 | i | 1.6 | 19.7
40) Cc1nc(N2CCCCC2)c2ccsc2n1
  -8.4 | i | i | i | i | -6.0 | i | -26.6 | i | -0.5 | 5.7
41) CCOC(=O)N1CCN(C(=O)c2cccc(F)c2)CC1
  1.7 | i | i | i | i | -5.7 | i | -18.5 | i | 0.7 | -10.5
42) Cc1cccc(NC(=S)NCC(c2cccnc2)N(C)C)c1C (stereo unspecified)
  -4.9 | i | 101* | i | i | 2.1 | i | -12.4 | i | 0.0 | 10.2
43) COC(=O)CCc1c(C)c(C(=O)c2cc(OC)c(OC)c(OC)c2)c2ccccn12
  -2.8 | i | i | i | i | -1.4 | i | -17.1 | i | 5.7 | -22.8
44) COc1cc(Cl)c(CN2CCC(CO)(CCOc3ccccc3)CC2)cc1OC
  -0.3 | i | i | i | i | -3.9 | i | -11.6 | i | 0.1 | -14.1
45) COc1ccc(CNC(=O)CN(C(=O)c2csnn2)c2cccc(C(C)=O)c2)cc1
  -2.8 | i | i | i | i | -8.8 | i | 10.8 | i | -0.3 | -0.3
46) CCCOc1ccc(C(=O)CCNc2cccc(Cl)c2)cc1
  -2.0 | i | i | i | i | 0.2 | i | -31.5 | i | 3.6 | -42.3

# Compound activity: PubChem BioAssay, several laboratories
